Assay outcomes deposited in PubChem by National Center for Advancing Translational Sciences (NCATS).
TDP43 rescue = qHTS of TDP-43 Inhibitors. TDP-43 expressing yeast growth rescue, BacTiter-Glo, 24 h. Potency, µM (top dose mostly 46.1 µM), inactives show top-dose growth rescue (activation), usual class: activators. hit rate 1.8% among 410,000. AID 652104, 2013; also: potency is read from the fitted curve at half-maximal effect; % of control where 0% means no effect; nearly all actives have a fitted effect of over 50% in size
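Growth rescue of TDP-43-toxic yeast measured as ATP luminescence (BacTiter-Glo). Cells grown to mid-log in raffinose, induced in galactose at OD600=0.02, exposed to compound 24 hr at 30 deg C.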
MmCpn inh = Inhibitors of TCP-1 ring complex (TRiC) of Methanococcus maripaludis (MmCpn): qHTS | Potency, µM (top dose mostly 76.9 µM), without a hit: top-dose activity, negative = inhibition, hits mostly inhibitors | purified Mm-Cpn ATPase, ADP Transcreener TR-FRET | hit rate 0.031% among 330,000 | AID 504842, 2011 | Chaperonin Mm-Cpn (Methanococcus maripaludis); also: potency is read from the fitted curve at half-maximal effect; % is scaled to controls: 0 for no effect and ±100 for the full control effect; nearly all actives have a fitted effect of over 80% in size
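25 nM Mm-CPN + cpd, 10 min 37°C; + 10 uM ATP, 30 min 37°C; buffer 30 mM Tris pH 7.4, 100 mM KCl, 5 mM MgCl2, 1 mM DTT; Transcreener ADP HTRF detection 30 min RT.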
FUS suppressor = qHTS for Suppressors of FUS Proteinopathy: Primary screen using FUS-linked yeast assay | S. cerevisiae FUS-expressing, growth rescue, OD600, 24 h | Potency, µM (doses to about 76.6 µM), without a hit: at the highest dose growth rescue (activation), hits mostly activators | hit rate 0.24% among 390,000 | AID 1347120, 2019;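 also: potency is read from the fitted curve at half-maximal effect; plate controls were DMSO vehicle for no effect and reference control for full effect; nearly all actives have a fitted effect of over 55% in size; some results filed as inactive show a strong effect at the top dose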
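FUS-expressing yeast, raffinose-pregrown, induced in 2% galactose minimal medium at OD 0.005; compounds in a dilution series, 24hr at 30C. Growth restoration read as absorbance at 600 nm. CP55940 positive control, DMSO negative.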
aSyn yeast inh = qHTS of alpha-syn Inhibitors; Yeast expressing alpha-synuclein, growth rescue, BacTiter-Glo, 24 h; Potency, µM (titrated, usually from 46.1 µM), for the others: top-dose growth rescue (activation), hits mostly activators; AID 652106, 2013; hit rate 0.14% among 370,000; also: potency is read from the fitted curve at half-maximal effect; % of control where 0% means no effect; nearly all actives have a fitted effect of over 65% in size
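Galactose-induced alpha-syn yeast (OD600=0.02, raffinose-pregrown) + pinned cpd, 24 hr, 30 deg C; growth by BacTiter-Glo luminescence. Growth restoration scores as activation.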
PTHR1 agonist = qHTS for PTHR1 Agonists: Primary Screen. Parathyroid hormone/parathyroid hormone-related peptide receptor (Homo sapiens), Q03431. HEK293 GP2 PTHR1 cells, GloSensor cAMP luminescence, 1 h. Potency, µM (top dose mostly 115 µM), inactives show top-dose activation, usual class: activators. hit rate 0.075% among 410,000; also: potency is read from the fitted curve at half-maximal effect; nearly all actives have a fitted effect of over 55% in size; some results filed as inactive show a strong effect at the top dose; inactives centre near -15; many of its hits are not listed in these tables
Target sequence (Q03431 whole entry, looked up): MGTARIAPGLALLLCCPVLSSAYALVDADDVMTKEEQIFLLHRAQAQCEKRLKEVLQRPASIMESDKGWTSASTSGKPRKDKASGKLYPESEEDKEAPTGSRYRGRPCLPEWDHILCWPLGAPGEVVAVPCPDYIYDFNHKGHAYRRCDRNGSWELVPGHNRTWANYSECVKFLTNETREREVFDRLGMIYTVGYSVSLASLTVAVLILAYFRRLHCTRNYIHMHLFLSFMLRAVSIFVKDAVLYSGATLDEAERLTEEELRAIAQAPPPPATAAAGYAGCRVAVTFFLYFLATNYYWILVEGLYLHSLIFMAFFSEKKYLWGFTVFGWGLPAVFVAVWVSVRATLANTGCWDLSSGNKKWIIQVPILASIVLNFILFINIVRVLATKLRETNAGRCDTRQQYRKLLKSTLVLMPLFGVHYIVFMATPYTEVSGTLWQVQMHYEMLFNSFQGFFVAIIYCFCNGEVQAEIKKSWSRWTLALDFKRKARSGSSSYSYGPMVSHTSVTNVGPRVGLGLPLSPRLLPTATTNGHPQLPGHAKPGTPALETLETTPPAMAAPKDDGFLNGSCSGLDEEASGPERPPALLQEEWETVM
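HEK-293-derived GP2 cells expressing PTHR1 and a GloSensor cAMP reporter, 3,000/well, plated overnight, given luciferin plus IBMX (each 0.5 mM as added) for 1 h at 37 °C, then compound for 1 h at 37 °C. Luminescence was read after 15 min at room temperature.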
GLP1R cytotox = qHTS of GLP-1 Receptor Inverse Agonists: Cytotox Screen. hit rate 0.13% among 410,000. Potency, µM (titrated, usually from 38.3 µM), for inactives: at the highest dose activity change, negative = inhibition, actives largely listed as inhibitors. HEK293 cAMP-luciferase reporter cells, luminescence, 24 h;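 also: loss of luciferase light is scored as toxicity; potency is read from the fitted curve at half-maximal effect; % is scaled to controls: 0 for no effect and ±100 for the full control effect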
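Here, cytotoxicity is scored as loss of luminescence. The MLSMR collection was tested on cells seeded in medium containing 10% Nu serum, with a 24 hr compound exposure preceded by 12 hours of culture.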
Akt phos inh = HTS Assay for Inhibitors of Akt Phophorylation: Primary Screen. Neuro2A IGF-stimulated pAkt S473 HTRF, 20 min; stronger effect = lower value. activity change, % for hits at 50 µM. hit rate 0.32% among 360,000; in the data active = activity change below about -80%; inconclusive = mostly about -51% to -80%; also: % is scaled to controls: 0 for no effect and ±100 for the full control effect
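Neuro2A cells (4,500/well, DMEM with 0.5% FBS) were treated with compound at a single 50 µM final concentration, stimulated with 6 nM IGF for 20 min at 37 °C, and lysed. Phospho-Akt Ser473 was read by HTRF as 665/615 ratio ×10^4.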
Abeta yeast res = qHTS for compounds that reverse cellular toxicity of Amyloid beta (A-beta) peptide in yeast: Primary Screen; AID 1347071, 2019; Potency, µM (doses to about 46.1 µM), for the others: top-dose growth rescue, hits mostly activators; yeast expressing A-beta42, growth rescue, OD600, 48 h; response scale: 0% DMSO, 100% iron-clioquinol control; hit rate 0.063% among 410,000; also: potency is read from the fitted curve at half-maximal effect; nearly all actives have a fitted effect of over 55% in size
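Yeast A-beta toxicity model in growth medium with pinned compounds, 48 h at 30 C; growth read as absorbance at 600 nm. Normalized to FeCl3/clioquinol equimolar mix (positive) and DMSO (negative).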
GLP-1R inv ag = qHTS of GLP-1 Receptor Inverse Agonists (Inhibition Mode). HEK293 GLP-1R CRE-luciferase, luminescence, 24 h; GLP-1R form is constitutively active. hit rate 1.6% among 410,000. Potency, µM (series often up to 38.3 µM), inactives show top-dose activity change, negative = inhibition, most hits filed as inhibitors. AID 624417, 2012; also: potency is read from the fitted curve at half-maximal effect; % is scaled to controls: 0 for no effect and ±100 for the full control effect; nearly all actives have a fitted effect of over 55% in size
Target sequence (P43220 whole entry, looked up): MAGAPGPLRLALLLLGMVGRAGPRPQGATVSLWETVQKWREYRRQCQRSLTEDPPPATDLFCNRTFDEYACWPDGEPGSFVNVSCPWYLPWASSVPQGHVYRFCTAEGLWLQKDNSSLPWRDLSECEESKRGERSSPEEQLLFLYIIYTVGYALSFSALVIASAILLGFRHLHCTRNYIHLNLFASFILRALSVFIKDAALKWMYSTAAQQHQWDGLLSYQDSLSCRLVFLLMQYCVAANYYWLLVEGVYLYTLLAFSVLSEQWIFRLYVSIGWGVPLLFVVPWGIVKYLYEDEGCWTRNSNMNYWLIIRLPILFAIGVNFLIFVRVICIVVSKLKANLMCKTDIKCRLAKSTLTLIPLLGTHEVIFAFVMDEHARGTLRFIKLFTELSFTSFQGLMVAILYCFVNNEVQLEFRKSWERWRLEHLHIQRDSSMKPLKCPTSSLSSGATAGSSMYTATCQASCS
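HEK293 cells stably co-expressing a cAMP-responsive luciferase reporter and constitutively active GLP-1R were seeded, incubated 12 h, then exposed to compounds for 24 h at 37 C. Luminescence was read 12 min after detection reagent; inverse agonists lower signal.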
Active calls of the source: *; i = inactive; ? = inconclusive; · = no result given; & = joins results of further samples; [ ] = dose if it differs, or a comment. Unless noted, calls follow the shape of the dose curve; as a rule, active = well fitted curve in the direction sought with a large enough effect; inconclusive = small, poorly fitted or top-dose-only effect, or another doubt; inactive = no such curve, though single readings can be large; an effect the other way counts as inactive or inconclusive. A portion of the library; rates above refer to the full screens.

item	SMILES	TDP43 rescue	MmCpn inh	FUS suppressor	aSyn yeast inh	PTHR1 agonist	GLP1R cytotox	Akt phos inh	Abeta yeast res	GLP-1R inv ag
1	Cc1cc(C)n(-c2nc(-c3ccc(Cl)c(Cl)c3)cs2)n1	7%	1%	5%	1%	-41%[inhibitor]	10%	i	3%	6%
2	Cc1c(CCO)sc[n+]1CC(=O)OC12CC3CC(CC(C3)C1)C2	0%	1%	·	0%	i	-8%	i	11%	-16%
3	O=C(CNc1cccc(S(=O)(=O)N2CCOCC2)c1)Nc1ccccc1F	-2%	5%	5%	2%	i	-6%	i	10%	-9%
4	CCN(C(=S)NCc1ccccc1)c1cccc2ccccc12	?	-6%	0%	5%	-17%	-25%	i	?	?
5	O=S(=O)(c1ccc(F)cc1)n1ccc(-c2cccc(OCc3c(F)cccc3Cl)c2)n1	27%	0%	17%	0%	-22%[57.5 µM]	-18%	i	-1%	?
6	COc1ccc(C2c3c(oc4ccccc4c3=O)C(=O)N2Cc2ccc3c(c2)OCO3)cc1 (stereo not given)	-8%	·	-10%	·	16%	2%	·	-13%	-2%
7	O=C(Nc1ccccn1)C1CCN(S(=O)(=O)c2ccc(Cl)cc2)CC1	-11%	2%	-5%	3%	-6%	1%	i	-4%	-20%
8	CCCn1cc(CN2CCCC(C(=O)c3ccc4c(c3)OCO4)C2)c(C)n1 (stereo not given)	5%	0%	-13%	6%	i	-22%	i	4%	?
9	Cc1cnc(=O)[nH]c1SCc1ccc(C(F)(F)F)cc1	8%	-7%	7%	-3%	i	16%	i	?	?
10	CC(=O)Nc1ccc(C(=O)N2CCCCC2c2cc(C(=O)Nc3ccccc3)no2)cc1 (stereo not given)	11%	·	16%	2%	-30%	2%	i	-13%	3%
11	CCOC(=O)C1CCN(C(c2ccc(SC)cc2)c2c(O)cc(C)n(Cc3ccco3)c2=O)CC1 (stereo not given)	-15%	·	29%	·	-10%	-7%	·	-5%	-25%
12	O=C(c1cc(S(=O)(=O)N2CCCC2)c(Cl)cc1Cl)N1CCCC1	-13%	1%	19%	-4%	-2%	13%	i	-5%	-17%
13	CCCN(CCC)C(=O)Cn1c(=O)n(-c2ccc(OC)cc2)c(=O)c2ccc(C(=O)NCc3ccc(C)cc3)cc21	19%	·	2%	2%	i	3%	·	-7%	-13%
14	C[C@H]1CN([C@@H](C)CO)C(=O)CCCn2nncc2CO[C@@H]1CN(C)Cc1ccc2c(c1)OCO2	4%	·	-9%	-2%	-15%	4%	i	4%	1%
15	CN(CC(=O)Nc1cccc(F)c1)CC(=O)Nc1cccc(S(=O)(=O)N2CCCCCC2)c1	14%	0%	33%	1%	-44%[inhibitor]	?	i	26%	?
16	CC(Nc1cc(N2CCN(C(=O)C(C)(C)C)CC2)ccc1[N+](=O)[O-])c1ccccc1 (stereo not given)	20µM*	0%	?	0%	-11%[57.5 µM]	-30%	i	-22%	?
17	COc1ccc(NC(=O)CCc2c(C)nc3nc(CNC(=O)OC(C)(C)C)nn3c2C)cc1OC	1%	·	2%	·	i	9%	·	-8%	19%
18	CCCC1C(=O)N2C(N(C)C)=Nc3ccc(C)cc3N2C1=O (stereo not given)	1%	-3%	-27%	-2%	0%	3%	i	-11%	8%
19	CCOc1ccc(-n2c(=O)c3c(C)c(C)sc3n(CC(=O)N3CCC(C)CC3)c2=O)cc1	19%	·	20%	·	-6%	3%	·	-3%	12%
20	Cc1cc(N2CCN(C(C(=O)NC3CCCC3)C(C)(C)C)CC2)c2ccccc2n1 (stereo not given)	10%	·	-7%	5%	i	3%	i	9%	13%
21	CCOc1ccc2nc(-c3ccccc3)nc(SCC(=O)OC)c2c1	1%	-1%	-17%	-4%	-4%	5%	i	6%	2%
22	C=CCNC(=O)c1ccc(OC)cc1OC	15%	1%	-4%	0%	i	-12%	i	-3%	1%
23	COc1ccc(CCNC(=O)C(=O)NCC2OCCN2S(=O)(=O)c2ccc(F)cc2)cc1OC (stereo not given)	16%	0%	2%	?	-32%[inhibitor]	-5%	i	10%	6%
24	COc1ccc(-c2coc3c(C(=O)NCc4ccc(F)c(F)c4)cccc23)c(C)c1	0%	·	5%	-14%	-41%[inhibitor]	2%	i	-1%	?
25	COC(=O)c1c(C)sc(-c2c(-c3ccc4c(c3)OCCO4)[nH]c3[nH]c(=O)[nH]c(=O)c23)c1O	8%	·	?	·	i	-10%	·	?	-15%
26	CCCCCCCCCC[N+](C)(C)CC/C=C1/c2ccccc2Sc2ccc(Cl)cc21	-77%[inhibitor]	-3%	?	-53%[inhibitor]	i	9%	i	-74%[inhibitor]	?
27	CC(C)(C)c1ccc(NC(=O)Cn2cnc3cc([N+](=O)[O-])ccc3c2=O)cc1	1%	-2%	3%	2%	-17%	-12%	i	14%	?
28	COc1ccc(/C(N)=N/OC(=O)/C=C/c2ccccc2)cc1	?	2%	10%	-19%	-14%	1%	i	-19%	14%
29	O=C1OC[C@H]2CCCN2C(=O)[C@@H](CC(=O)N(CCO)Cc2ccccc2)C/C=C\CC[C@@H]1Cc1ccc(F)cc1	20%	-1%	?	1%	i	-25%	i	6%	-7%
30	CN(CC(=O)NCCN1CCCCCC1)S(=O)(=O)c1cccc2nsnc12	9%	-1%	32%	-1%	15%	13%	i	19%	-10%
31	O=C(Cc1ccccc1F)Nc1ccc(SC(F)F)cc1	-13%[0.397 µM]	-1%	11%	0%	-79%[inhibitor]	-9%	i	11%	?
32	CCOC(=O)c1c(NC(=O)CSc2nnnn2C)sc(CC)c1C	17%	1%	20%	9%	-21%	6%	i	-22%	20%
33	COc1ccc(-c2ccc(CCC(=O)O)n2CC(=O)Nc2ccccc2C)cc1	-11%	2%	24%	-2%	i	14%	i	-20%	2%
34	CCCc1ccc(C(O)c2ncc(-c3cccc(C)c3)[nH]2)cc1 (stereo not given)	?	·	1%	4%	-14%	0%	i	19%	?
35	COc1ccc(NC(=S)N2CCN(c3ncccn3)CC2)cc1	0%	0%	12%	1%	0%	-18%	i	-22%	-12%
36	Cc1nnc(NC(=O)CSc2n[nH]c(-c3ccccc3C)n2)s1	-2%	-3%	10%	-3%	i	2%	i	-3%	19%
37	CCc1ccc(S(=O)(=O)Nc2cccc(-c3ccc(N4CCOCC4)nn3)c2)cc1	13%	·	?	·	i	9%	·	5%	-5%
38	Cn1c(=O)c2c(SCC(=O)NCc3ccco3)nc(-c3ccccc3)nc2n(C)c1=O	?	·	-12%	·	-46%	-3%	·	9%	11%
39	COc1ccc(C(=O)N/N=C\c2ccoc2)cc1	8%	1%	21%	2%	-2%	2%	i	7%	22%
40	CC(=O)N=c1c(C#N)cc2c(=O)n3cccc(C)c3nc2n1Cc1ccco1	8%	0%	33%	2%	-2%	68%[activator]	i	3%	-1%
41	Cc1nn(C(=O)c2ccccc2)c(C)c1S(=O)(=O)N1CCCCCC1	9%	·	-9%	·	-6%	1%	·	-21%	3%
42	CC(NS(=O)(=O)OCC(Cl)(Cl)Cl)c1ccc(Br)cc1 (stereo not given)	35µM*	1%	-18%	-1%	i	-8%	i	-22%	-9%
43	O=C(CN1C(=O)c2ccccc2C1=O)NCC1CCCO1 (stereo not given)	-6%	-1%	-10%	1%	-14%[57.5 µM]	9%	i	1%	7%
44	O=S(=O)(NCc1ccc(Cl)cc1)NCc1ccc(Cl)cc1	0%	0%	-28%	-3%	-17%	-2%	i	1%	10%
45	CN1CCN(c2ccccc2NC(=O)COc2ccc(Br)cc2)CC1	0%	0%	25%	0%	i	-7%	i	8%	0%
46	COc1cnc(SCc2ccc(Cl)cc2)nc1Cl	-3%	-2%	12%	12%	i	1%	i	28%	-14%
47	O=C(Nc1cccc(-c2nc3ncccc3o2)c1)c1sc2cc(Cl)ccc2c1Cl	-7%	-2%	-5%	1%	1%[57.5 µM]	-44%	i	4%	0%
48	CCOC(=O)C1CCN(C(=O)COc2ccc(S(=O)(=O)NC(C)(C)C)cc2)CC1	2%	1%	19%	9%	-23%	6%	i	7%	9%
49	COc1ccccc1/C=C/CN1CC(C)OC(C)C1 (stereo not given)	2%	0%	29%	1%	i	1%	i	19%	1%
50	COC(=O)CN1C(=O)CSc2ccc(S(=O)(=O)Nc3cccc(C)c3C)cc21	-4%	·	35%	·	-44%[inhibitor]	3%	·	-11%	-11%
51	CCCCNc1c(C(=O)OCC)c(C)nc2c1cnn2CC	11%	·	-16%	30%&21%	-5%	3%	i	0%	2%
52	CC(C)C(=O)Nc1ccc(NC(=O)c2ccc([N+](=O)[O-])cc2Cl)cc1	13%	-2%	·	1%	i	-19%	i	10%	-28%
53	CC(=O)Nc1nc(N(C)C)nc(N(C)C)n1	-7%	-1%	2%	-2%	i	-10%	i	0%	19%
54	CCOC(=O)c1[nH]c2ccc(OCC)cc2c1NC(=O)CN1CCN(c2ccccn2)CC1	2%	-3%	-23%	-4%	-14%[57.5 µM]	-4%	i	-2%	?
55	O=C(CSc1nnc(-c2ccncc2)o1)N1CCCCCC1	4%	1%	7%	-4%	i	9%	i	-16%	15%
